# Screening results as filed in PubChem.
# HT1080 IDH1KD tx = HT-1080 IDH1 knockdown cell toxicity (counter line); HT-1080 IDH1 knockdown viability, ATP luminescence, 48 h; Potency, µM (doses to about 46.1 µM), inactives show at the highest dose activity, negative = toxicity, hits mostly cytotoxic; 2% of 360,000 active; AID 686971;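 also: potency is read from the fitted curve at half-maximal effect; 0% = DMSO wells and -100% = cell-free medium wells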
#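 Cytotoxicity counter-line: IDH1KD HT-1080, 48 h, CellTiter-Glo. Curves classed by r2, magnitude and activity.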
# IL-1B inflam inh = blocks inflammasome-driven IL-1 beta release. THP-1 LPS/ATP IL-1B secretion, AlphaLISA, 16 h; stronger effect = lower value. activity change, % at 57.5 µM. 4.7% of 360,000 active. AID 743279; in the data active = activity change below about -50%; inconclusive = mostly about -30% to -49%; also: % is scaled to controls: 0 for no effect and ±100 for the full control effect
#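 THP-1 cells pretreated 1 hr with compounds (up to 57.5 uM final), then stimulated with LPS (250 ng/mL final) plus ATP (1.25 mM final); secreted IL-1B measured by AlphaLISA after 16 hr, decreased signal indicating inhibition.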
# MCF10A rereplic = induces DNA re-replication in MCF 10a normal breast cells | MCF 10A DNA re-replication, Hoechst nuclear intensity, 48 h | Potency, µM (series often up to 46.1 µM), for inactives: at the highest dose activity, positive = re-replication, most hits filed as activators | 2.9% of 350,000 active | AID 624296; also: potency is read from the fitted curve at half-maximal effect; % of control where 0% means no effect; nearly all actives have a fitted effect of over 50% in size
# HT1080NT lethal = kills 2HG-producing HT-1080-NT fibrosarcoma cells. AID 686970. Potency, µM (titrated, usually from 46.1 µM), without a hit: top-dose activity, negative = less viability, hits mostly cytotoxic. 1.6% of 360,000 active. HT-1080-NT fibrosarcoma viability, CellTiter-Glo ATP luminescence, 48 h;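 also: NT is the 2HG producing partner of a matched IDH1 knockdown line; potency is read from the fitted curve at half-maximal effect; 0% = DMSO-treated cells and -100% = media-only wells without cells; nearly all actives have a fitted effect of over 55% in size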
#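 Fibrosarcoma NT cells, 750 per well in 5% FBS RPMI, were exposed to compound for 48 hours. Viability: CellTiter-Glo luminescence.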
# KB-V1 MDR tox = KB-V1 MDR subline cytotoxicity. KB-V1 MDR cells viability, CellTiter-Glo, 72 h. Potency, µM (doses to about 46.1 µM), for inactives: top-dose activity change, negative = cytotoxicity, hits mostly cytotoxic. 3.4% of 400,000 active; also: potency is read from the fitted curve at half-maximal effect; % is scaled to controls: 0 for no effect and ±100 for the full control effect; nearly all actives have a fitted effect of over 60% in size
#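 KB-V1, DMEM (no phenol red) + 10% FBS; cpd pin-transferred, titration series; 72 h, 37 degrees C; CellTiter-Glo, luminescence. Data normalized, curve-fit.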
# SW480 rerep = DNA re-replication induction in SW480 cells. SW480 DNA re-replication, Hoechst DNA content imaging, 48 h. Potency, µM (series often up to 46.1 µM), for inactives: at the top dose re-replication activation, usual class: activators. 1.8% of 340,000 active. AID 624297; also: potency is read from the fitted curve at half-maximal effect; % of control where 0% means no effect; nearly all actives have a fitted effect of over 55% in size
#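 250 cells/well; 23 nL cpd via pin tool; 48 hr, 37 C, 5% CO2; Hoechst 40 min; imager read of total nuclear intensity, ex 405/em 500-530 nm.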
# GLP1R cytotox = cytotoxicity counter-screen for GLP-1 receptor inverse agonists; 0.13% of 410,000 active; AID 624418; HEK293 cAMP-luciferase reporter cells, luminescence, 24 h; Potency, µM (highest dose often 38.3 µM), inactives show at the top dose activity change, negative = inhibition, most hits filed as inhibitors;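 also: loss of luciferase light is scored as toxicity; potency is read from the fitted curve at half-maximal effect; % is scaled to controls: 0 for no effect and ±100 for the full control effect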
#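 Here, cytotoxicity is scored as loss of luminescence. The MLSMR collection was tested on cells seeded in medium containing 10% Nu serum, with a 24 hr compound exposure preceded by 12 hours of culture.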
# D3 ag = D3 dopamine receptor (human) agonism. P35462. D3R DiscoveRx beta-arrestin cells, luminescence, 90 min. max activation, %. 0.58% of 410,000 active. AID 652048; in the data active = max activation above about 30%; also: 0% is about no effect; mostly tested at two doses, the higher about 12 µM
# Target sequence (P35462 whole entry, looked up): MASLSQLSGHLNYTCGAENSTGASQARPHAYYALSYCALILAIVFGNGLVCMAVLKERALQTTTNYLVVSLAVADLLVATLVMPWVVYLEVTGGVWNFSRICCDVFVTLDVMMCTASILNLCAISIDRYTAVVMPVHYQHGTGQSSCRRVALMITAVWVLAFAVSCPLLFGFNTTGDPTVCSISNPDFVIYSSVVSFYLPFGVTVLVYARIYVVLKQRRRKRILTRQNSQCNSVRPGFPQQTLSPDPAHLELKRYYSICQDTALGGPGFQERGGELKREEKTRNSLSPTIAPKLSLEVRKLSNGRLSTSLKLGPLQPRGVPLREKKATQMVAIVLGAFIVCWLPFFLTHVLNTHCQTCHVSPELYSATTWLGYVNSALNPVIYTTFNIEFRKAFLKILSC
#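 Agonist mode: compounds and dopamine controls were applied to plated cells for 90 min at 37 degrees C after an overnight attachment at 1500 cells/well. Luminescent read-out followed 30 - 60 minutes at room temperature with DiscoveRx detection reagent.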
# KB-3-1 tox = kills parental KB-3-1 adenocarcinoma cells; Potency, µM (highest dose often 46.1 µM), for the others: top-dose activity change, negative = cytotoxic, actives largely listed as cytotoxic; 1.4% of 400,000 active; KB-3-1 viability, CellTiter-Glo ATP luminescence, 72 h; also: potency is read from the fitted curve at half-maximal effect; % is scaled to controls: 0 for no effect and ±100 for the full control effect; nearly all actives have a fitted effect of over 60% in size
#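 Parental KB-3-1 adenocarcinoma cells in phenol-red-free DMEM with 10% FBS were pin-treated with compounds at several concentrations, incubated 72 h at 37 °C, and viability read by CellTiter-Glo luminescence; concentration-effect curves were fitted after normalization.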
# Starred values were filed as active, the others as inactive; ? = inconclusive; . = no result given; [ ] = another dose, or the depositor's remark. Unless noted, calls follow the shape of the dose curve; as a rule, active = well fitted curve in the direction sought with a large enough effect; inconclusive = small, poorly fitted or top-dose-only effect, or another doubt; inactive = no such curve, though single readings can be large; an effect the other way counts as inactive or inconclusive.
SMILES,HT1080 IDH1KD tx,IL-1B inflam inh,MCF10A rereplic,HT1080NT lethal,KB-V1 MDR tox,SW480 rerep,GLP1R cytotox,D3 ag,KB-3-1 tox
O=C(CN1C(=O)/C(=C/c2ccccc2Cl)SC1=S)NC1C=CS(=O)(=O)C1 (stereo not drawn),-1.6%,-79.2*,23.3%,-18.6%,?,-31.1%[inhibitor],-6.2%,17.3,2.3%
COc1ccc(CCCc2nc3ccccc3[nH]2)cc1,-2.2%,16.5,-1.6%,-0.3%,-15.0%,-12.4%,5.7%,-5.1,-0.6%
Cc1ccc(OCC(=O)Nc2ccc(-c3nnc(-c4ccco4)o3)cc2)cc1,?,6.1,4.5%,-26.8%,2.5%,-9.6%,8.2%,3.0,7.1%
COC(=O)C[C@H]1C=C[C@H](NC(=O)Nc2ccccc2)[C@@H](CO)O1,15.5%,-3.2,.,-3.2%,-9.4%,.,11.8%,-1.7,-8.0%
CC(=O)NCCc1csc(-c2ccccc2)n1,0.0%,6.6,6.51µM*,10.4%,4.7%,?,3.7%,4.5,-1.7%
Cc1ccc(S(=O)(=O)NCC(=O)N(CC(=O)NCC2CCCO2)C2CCCC2)cc1 (stereo not drawn),19.7%,6.9,-6.7%,9.2%,1.0%,-5.6%,-8.2%,2.6,-7.2%
CCOC(=O)c1ccc(S(=O)(=O)N2CCN(C3CC(=O)N(c4ccc(OC)cc4)C3=O)CC2)cc1 (stereo not drawn),2.6%,5.4,14.1%,3.4%,9.2%,?,-3.1%,2.0,10.6%
CCc1cccc(NC(=O)COC(=O)C2COc3ccccc3O2)c1 (stereo not drawn),-1.2%,5.6,.,0.8%,19.7%,.,-12.6%,-4.3,2.2%
O=C(COC(=O)/C=C/c1ccc(OC(F)F)cc1)Nc1cccc(S(=O)(=O)N2CCOCC2)c1,-3.2%,-10.7,5.3%,0.9%,-0.6%,2.3%,-10.4%,-8.3,-1.7%
O=C(c1ccco1)N1CCN(C(=O)c2ccc(-c3ccccc3Cl)o2)CC1,-0.9%,-55.3*,15.3%,-2.1%,-14.2%,-11.2%,-15.0%,1.0,2.3%
Cc1ccc(CNC(=O)C2CCCN2S(=O)(=O)c2ccc3c(c2)C(C)(C)C(=O)N3C)cc1 (stereo not drawn),1.7%,8.5,-7.2%,0.7%,10.6%,-2.6%,-9.9%,0.6,3.9%
CCN(CC)CCCCNc1ncc2cc(-c3cc(OC)cc(OC)c3)c(NC(=O)NC(C)(C)C)nc2n1,9.2µM*,0.0,?,16.4µM*,?,?,-31.1%,0.0,-1.0%
O=C(NCc1cccnc1)c1nc(-c2ccccc2)n(-c2ccccc2)n1,-4.8%,27.4,7.1%,-8.3%,?,-5.8%,-1.5%,-8.6,5.2%
O=C(O)c1ccc2cc(-c3ccccc3)[nH]c2c1,0.4%,17.8,0.2%,6.8%,3.9%,5.1%,3.1%,10.3,-0.2%
CCOC(=O)c1sc(=NC(=O)c2ccc(S(=O)(=O)N(C)c3ccccc3)cc2)n(C)c1C,-1.9%,20.4,?,-3.9%,4.0%,8.3%,18.6%,7.4,0.9%
NC(=O)c1c(NC(=O)CSc2nnc(-c3ccco3)n2-c2ccccc2)sc2c1CCC2,?,11.9,12.6%,?,?,-11.6%,-9.0%,-2.9,?
COc1cccc(CN2CCN(Cc3ccc(C#CC(C)(C)O)s3)CC2CCO)c1 (stereo not drawn),3.5%,2.1,19.9%,5.5%,?,-7.6%,-4.8%,-2.6,9.2%
O=C(CSc1nnc(COc2ccc(Cl)cc2)o1)OC1CCCCC1,1.4%,5.2,-1.9%,-4.0%,-1.1%,0.0%,-1.2%,3.4,1.3%
Cc1ccc(OCCN2C(=O)C(=O)c3cccc(C)c32)cc1,11.0%,1.6,16.7%,-0.9%,-24.6%,?,3.1%,-11.0,0.0%
CCOc1ccc(-c2noc(-c3ccncc3)n2)cc1OCC,10.8%,-15.4,4.6%,17.8%,-13.2%,-14.5%,-1.0%,4.6,-5.8%
COc1ccc(NC(=O)c2cc(C(C)=O)n3ccccc23)cc1Cl,.,.,.,.,?,.,-11.4%,4.6,-23.6%
COc1cc(NC(=O)c2oc3ccccc3c2C)ccc1NC(=O)c1ccco1,-15.5%,-2.8,18.4µM*,-0.3%,-15.5%,1.2%,?,6.1,-17.7%
CN1CCN(CC(=O)N(C)c2nc(-c3ccccc3)cs2)CC1,-19.2%,-3.7,?,-15.4%,3.9%,-1.5%,-2.8%,1.6,-19.5%
Cc1ccc(N(CC(=O)Nc2ccc(Cl)cc2)S(=O)(=O)c2cccc3nonc23)cc1,.,.,.,.,?,.,-17.4%,2.3,-22.8%
NC(=O)c1ccsc1NC(=O)COC(=O)CNC(=O)c1ccc(F)cc1,1.5%,-6.6,11.0%,17.5%,8.4%,-3.1%,-4.8%,-3.9,8.6%
Nc1c(C(=O)N/N=C/c2ccc(OCc3ccccc3)cc2)cnn1-c1ccccc1,1.1%,-6.8,1.9%,-24.8%,9.0%,?,-5.6%,6.1,0.0%
Cn1cccc1CNC(=O)Nc1ccccc1,6.3%,-0.6,8.5%,4.5%,-26.8%,-3.5%,11.6%,0.0,-16.0%
COc1ccc(-c2cc(=O)c3cc(C)ccc3[nH]2)cc1,3.1%,-1.1,4.4%,0.8%,20.9%,4.9%,11.2%,-38.3,11.8%
Cn1c(=O)c2nc(SCc3ccccc3)n(C)c2n(C)c1=O,21.4%,-11.0,0.3%,2.8%,?,-1.5%,2.3%,-11.0,-4.6%
CC(=O)c1ccc(NC(=O)c2cc3sccc3n2Cc2ccc(F)cc2)cc1,.,.,.,.,12.0%,.,-2.2%,-6.6,-0.4%
COc1cc2c(cc1OC)C(c1ccc(-c3ccc(Cl)cc3Cl)o1)=NCC2,23.1µM*,?,?,?,2.59µM*,?,3.5%,5.3,23.1µM*
Cc1ccc(NC(=O)CSc2nnc(CN3CCOCC3)n2-c2ccccc2)cc1,-1.4%,27.8,8.5%,-3.2%,0.0%,?,-7.3%,-0.2,-3.1%
CN(C)c1ccc(C(CNS(=O)(=O)c2ccc(F)cc2)N2CCc3ccccc32)cc1 (stereo not drawn),.,.,.,.,14.7%,.,0.0%,-12.1,-10.7%
O=C(O)c1ccc(/C=N/N2CCN(Cc3ccc(Cl)cc3)CC2)cc1,0.3%,13.5,-32.2%[inhibitor],7.7%,6.8%,11.0%,6.4%,9.4,1.1%
CC(c1ccon1)N(C)C(=O)CCc1nnc(Cc2ccc(-c3ccccc3)cc2)o1 (stereo not drawn),-15.7%,-19.1,10.7%,4.9%,?,?,-11.3%,4.6,-21.8%
Cc1ccc(S(=O)(=O)NC(C)(C)CN2CCNCC2)cc1,8.3%,-2.3,?,9.8%,5.1%,20.6µM*,-6.2%,-24.3,-6.6%

# Nothing new here: entries from further up.
SMILES,HT1080 IDH1KD tx,IL-1B inflam inh,MCF10A rereplic,HT1080NT lethal,KB-V1 MDR tox,SW480 rerep,GLP1R cytotox,D3 ag,KB-3-1 tox
COc1ccc(CCCc2nc3ccccc3[nH]2)cc1,-2.2%,16.5,-1.6%,-0.3%,-15.0%,-12.4%,5.7%,-5.1,-0.6%
Cc1ccc(OCC(=O)Nc2ccc(-c3nnc(-c4ccco4)o3)cc2)cc1,?,6.1,4.5%,-26.8%,2.5%,-9.6%,8.2%,3.0,7.1%

# Next part
SMILES,HT1080 IDH1KD tx,IL-1B inflam inh,MCF10A rereplic,HT1080NT lethal,KB-V1 MDR tox,SW480 rerep,GLP1R cytotox,D3 ag,KB-3-1 tox
C#CCOCCOCCOCCNc1nc(N2CCN(C(=O)[C@H]([C@@H](C)CC)n3cc(CCC(=O)O)nn3)CC2)nc(N2CCN(C(=O)[C@H](CCCCN)n3cc(CCC(=O)O)nn3)CC2)n1,9.6%,14.0,?,7.9%,?,2.4%[9.22 µM],-7.5%,6.1,15.4%
CCOc1ccc(N(C(C)C(=O)NN=C2CCCCCCC2)S(C)(=O)=O)cc1 (stereo not drawn),14.3%,16.3,-0.4%,16.4%,1.6%,-7.8%,-2.4%,3.3,6.3%
Cc1ccccc1C(=O)O/N=C(\N)c1ccccc1,-21.4%,-4.3,?,-7.7%,10.4%,?,-1.0%,1.3,-3.3%
CCn1c(SCC(=O)NC2CC2)nnc1-c1ccccc1,7.8%,18.2,.,6.7%,4.2%,.,2.2%,-5.2,-1.6%
Cc1ccc(S(=O)(=O)N2CCN(Cc3nnc(-c4c(-c5ccccc5)noc4C)o3)CC2)cc1,-1.8%,-10.0,?,24.2%,.,-5.8%,2.9%,-7.9,.
COc1ccccc1/C=C/C(=O)Nc1ccc2c(c1)OCCO2,?,-58.1*,13µM*,-23.9%,20.6µM*,16.4µM*,?,-8.9,5.17µM*
NC(=O)c1ccccc1NC(=O)/C=C/c1cccc(Cl)c1,-0.1%,?,12.3%,-0.5%,-25.3%,-14.8%,-3.3%,-3.9,-23.4%
O=C(O)c1ccc2c3c(cccc13)C(=O)N(OS(=O)(=O)c1ccccc1)C2=O,14.7%,-7.7,1.1%,21.4%,38.0%,9.0%,0.7%,-4.3,-1.0%
NC(=O)Cc1nc2scc(-c3ccc(Cl)cc3)c2c(=O)[nH]1,-10.6%,-0.7,?,0.7%,34.2%,-8.7%,12.1%,2.8,11.3%
CCC(=O)C(C#N)(c1ccc(OC)c(OC)c1)C(C)C (stereo not drawn),14.9%,13.1,-2.2%,10.5%,18.2%,0.1%,24.9%,-0.7,-12.8%
O=C(CS(=O)(=O)c1cccc(C(F)(F)F)c1)Nc1ccccc1Cl,2.3%,17.3,0.8%,5.0%,-0.8%,-1.0%,-4.1%,3.7,22.3%
CC(C(=O)NC1CCCCCC1)N(c1ccccc1)S(C)(=O)=O (stereo not drawn),-3.2%,-14.7,2.4%,-1.7%,0.0%,-7.8%,10.8%,-2.8,-3.6%
